Source: PubChem (Broad Institute)
CFTR F508del cor = correctors of CFTR F508del function in bronchial epithelial cells | CFBE cells, YFP halide quenching; stimulated with forskolin plus potentiator P3; % fluorescence drop versus neutral controls | activity (quench increase), % at 7.58 µM | 0.36% of 350,000 active | AID 720511;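 active = mean added fluorescence quench of at least 8% versus neutral control, with both replicates also reaching 8%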;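 also: cells transiently co-express mutant CFTR-F508del with the halide-sensitive YFP; corrector assay measuring rescue of mutant channel to the surface after 24 h compound exposure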
PglD DTNB = inhibitors of Campylobacter jejuni PglD acetyltransferase | purified PglD enzyme, DTNB colorimetric CoA detection | inhibition, % at 12.5 µM | 0.098% of 360,000 active | AID 602405; in the data active = inhibition above about 16%, passing the limit was not always enough; also: strong numbers were not always called active
miR122 inh = inhibitors of miR-122 in Huh7 cells; Huh7 miR-122 Renilla luciferase sensor, 48 h; neutral wells = 0, positive control = 100; activation (reporter increase), % at 12.5 µM; 0.3% of 340,000 active;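 active = mean replicate activation score at least 90 and every replicate individually at or above 90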;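 also: higher luciferase means less miR-122 activity so hits act as miR-122 inhibitors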
FN deposition inh = fibronectin deposition inhibition; AH1F fibroblasts, Alexa488-fibronectin deposition fluorescence, overnight; inhibition, % at 12.6 µM; 0.086% of 350,000 active;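 active = mean inhibition across replicates of 30% or more, regardless of how many single replicates reach that level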;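 also: positive control wells lacked labelled fibronectin entirely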
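Schedule: 1 h cell adhesion before compound, then overnight fibronectin incubation; test system: AH1F fibroblast monolayer depositing Alexa488-labelled fibronectin into matrix; quantity: 10000 AH1F cells per well; probe or stimulus: fluorescent fibronectin at 24 nM final; signal: fluorescence, ex 485 nm, em 525 nm; evaluation: percent inhibition as loss of matrix-bound fibronectin fluorescence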
INS-1E GSIS act = primary screen for activators of insulin secretion dependent on glucose, INS-1E cells, GLuc reporter luminescence; INS-1E GLuc reporter insulin secretion, 2-3 h; activation, % at 16.6 µM; 0.61% of 370,000 active;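 active = lowest replicate activation of at least 40%, so every replicate reaches that level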;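 also: 0% = median of neutral control wells and 100% = median of IBMX positive control wells; some compounds called inactive have numbers as strong as hits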
PGC1a acetyl inh = lowers PGC1a acetylation signal in U2OS cells; AlphaScreen anti-acetyl-lysine; with virally co-expressed GCN5 acetyltransferase; 0.17% of 350,000 active; AID 651687; inhibition, % at 15.6 µM;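 active = every replicate shows inhibition of at least 40%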;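 also: 0% = neutral control wells and 100% = positive control wells; some results beyond the cut were filed as inactive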
Cneo AK release = Cryptococcus neoformans lysis via adenylate kinase release. C. neoformans lysis, adenylate kinase release luminescence, 4 h; normalised: neutral wells 0, clomiphene wells 100. lysis activity, % at 15 µM. 0.2% of 360,000 active;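 active = mean lysis activity across replicates of at least 80%, whatever share of replicates individually reach that level; inactive = mean lysis activity below 80%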
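Test system: log-phase Cryptococcus neoformans yeast cells. Input: 5 × 10^6 yeast cells/mL. Medium: fresh YPD growth medium. Doses: single dose. Incubation: static 4 h at 37 °C with compound, 1 h detection. Measured by: luminescent adenylate kinase detection reagent. Read-out: signal increase indicating cell lysis. Benchmarks: Clomiphene.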
C2C12 statin = suppression of simvastatin myotoxicity; rescue of ATP level, % at 7.49 µM; AID 602340; 0.78% of 330,000 active; C2C12 myotubes + simvastatin, ATP luminescence, 48 h; scaled: DMSO 0, geranylgeraniol control 100;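 active = mean ATP rescue above about 67%, or every replicate alone reaching that limit, limit read from the data, passing the limit was not always enough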;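 also: myotubes were challenged with 10 µM simvastatin during compound exposure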
Starred values were filed as active, the others as inactive; · = no result given; [ ] = remark or other dose.

Results follow in this order: CFTR F508del cor	PglD DTNB	miR122 inh	FN deposition inh	INS-1E GSIS act	PGC1a acetyl inh	Cneo AK release	C2C12 statin
CCC(=O)Nc1ccc(C(=O)NNC(=O)CCCCC(=O)NNC(=O)c2ccc(NC(=O)CC)cc2)cc1
→ 1.6	5	-6	11	2	·	0	1
Cc1ccnc(NS(=O)(=O)c2ccc3ccccc3c2)n1
→ ·	-7	-3	·	·	16	2	10
CC(=O)c1cccc(NS(=O)(=O)c2ccc(NC(=O)N3CCCCC3)cc2)c1
→ -1.4	-1	5	·	-30	8	1	-19
O=C(COc1ccc(Br)cc1Br)NN1C(=O)c2ccccc2C1=O
→ -0.1	12	-1	-2	-9	0	1	·
COc1ccccc1N(CC(=O)Nc1ccccc1C(=O)N1CCCC1)S(C)(=O)=O
→ 2.7	-7	·	5	-1	·	-1	23
Cc1ccc2c(c1)CC1(CN2C)C(=O)OC(C)(C)OC1=O
→ ·	5	-2	-3	17	5	1	7
CC=Cc1ccc2n(c1=O)C[C@H]1[C@H](CO)[C@@H](C(=O)NCC)N(Cc3nccs3)[C@@H]21 (mixture of isomers)
→ -1.6	2	1[16.7 µM]	·	-1	·	-1	-13
O=C(CSc1nc2ncccc2[nH]1)NC1CCCC1
→ -1.3	-4	·	-22	9	·	0	-5
COCCNC(=O)c1ccccc1NC(=O)c1cccc([N+](=O)[O-])c1C
→ 3.9	·	1	-4	4	8	·	·
S=c1[nH]nc(COc2ccccc2)n1/N=C/c1c(Cl)cccc1Cl
→ 3.3	-5	·	-4	-16	-1	-3	-2
CCCCOc1ccccc1NC(=O)CC1Nc2ccccc2NC1=O (stereo unspecified)
→ ·	-1	-1	·	·	-10	0	7
Cc1noc(C)c1S(=O)(=O)Nc1cccc2c1O[C@H](CN(C)Cc1ccc(-c3ccccc3)cc1)[C@H](C)CN([C@H](C)CO)C2=O
→ -4.4	·	-1[16.7 µM]	·	-6	-6	·	·
COC(=O)c1ccc(COC(=O)c2ccc(SC)cc2OC)cc1
→ -0.8	1	4	-14	-1	0	1	6
CCc1nc2ccc(C(=O)Nc3ccc(OC)c(OC)c3)cn2c1N(CC)Cc1ccc(OC)c(OC)c1
→ -2.1	1	-1	3	53	·	-1	-1
CCCN(CC1CC1)C(=O)CCc1nnc(C(OC)c2ccccc2)o1 (stereo unspecified)
→ -0.2	·	·	6	14	-2	·	·
CCCc1cc2c(c(NC(C)=O)n1)c(=O)oc1ccccc12
→ ·	·	-8	-1	·	10	-2	9
CC12CC3(C)CC(C)(C1)CC(C(=O)NCCc1ccc(S(N)(=O)=O)cc1)(C2)C3
→ 1.0	-4	-1	-7	2	4	-1	·
Cc1ccccc1N1CCN(C2CCCN(C(=O)c3ocnc3C)C2)CC1 (stereo unspecified)
→ -0.5	-2	-5	1	4	16	-4	-9
CCCCN1C(=O)C(CC(=O)NC2CCCCC2)CC(C(=O)N(C)C)=C1C (stereo unspecified)
→ -3.0	-5	7	2	-6	1	0	-5
C[C@@H]1CN([C@@H](C)CO)C(=O)c2cc(NC(=O)Nc3ccccc3)ccc2O[C@H]1CN(C)Cc1ccc(Cl)c(Cl)c1
→ -1.3	·	-1[16.7 µM]	·	-25	-1	·	·

An excerpt of these results, as a markdown table.
| structure | CFTR F508del cor | PglD DTNB | miR122 inh | FN deposition inh | INS-1E GSIS act | PGC1a acetyl inh | Cneo AK release | C2C12 statin |
| --- | --- | --- | --- | --- | --- | --- | --- | --- |
| CCCCN1C(=O)C(CC(=O)NC2CCCCC2)CC(C(=O)N(C)C)=C1C (stereo unspecified) | -3.0 | -5 | 7 | 2 | -6 | 1 | 0 | -5 |
| CCc1nc2ccc(C(=O)Nc3ccc(OC)c(OC)c3)cn2c1N(CC)Cc1ccc(OC)c(OC)c1 | -2.1 | 1 | -1 | 3 | 53 | · | -1 | -1 |
| C[C@@H]1CN([C@@H](C)CO)C(=O)c2cc(NC(=O)Nc3ccccc3)ccc2O[C@H]1CN(C)Cc1ccc(Cl)c(Cl)c1 | -1.3 | · | -1[16.7 µM] | · | -25 | -1 | · | · |
| CC12CC3(C)CC(C)(C1)CC(C(=O)NCCc1ccc(S(N)(=O)=O)cc1)(C2)C3 | 1.0 | -4 | -1 | -7 | 2 | 4 | -1 | · |
| CCCCOc1ccccc1NC(=O)CC1Nc2ccccc2NC1=O (stereo unspecified) | · | -1 | -1 | · | · | -10 | 0 | 7 |
| CCCc1cc2c(c(NC(C)=O)n1)c(=O)oc1ccccc12 | · | · | -8 | -1 | · | 10 | -2 | 9 |

Later entries.
Results follow in this order: CFTR F508del cor	PglD DTNB	miR122 inh	FN deposition inh	INS-1E GSIS act	PGC1a acetyl inh	Cneo AK release	C2C12 statin
Cc1cc(C(=O)COC(=O)c2cccc(S(=O)(=O)N(C)C)c2)c(C)n1CC1CCCO1 (stereo unspecified)
→ -0.9	0	-1	-2	-16	1	-5	1
CCOC(=O)CSc1nnc(-c2ccccc2)c(=O)[nH]1
→ ·	-2	-3	-3	-6	10	0	1
NC(=O)CN1CCN(C(=O)NC2CCCCC2)CC1
→ 1.6	3	-3	3	9	·	-3	-9
COc1ccc(CN(C)C[C@H]2Oc3ccc(NC(=O)Nc4ccc(C(F)(F)F)cc4)cc3CC(=O)N([C@H](C)CO)C[C@H]2C)cc1
→ 2.1	1	1[16.7 µM]	·	-24	18	-1	-29
O=C(CSCCO)Nc1ccccc1
→ ·	-1	-4	4	·	-14	-2	-4
Cc1cc(-c2ccc(C)c(S(=O)(=O)NCc3cccc(Br)c3)c2)on1
→ 0.6	5	63	-1	-15	-16	-2	-1
COc1cccc(NC(=O)C(=O)NCCCN2CCCC2=O)c1
→ -1.0	-5	-9	-1	-2	-4	-2	8
CCOCCc1nnc(NC(=O)Cc2ccc(Br)cc2)s1
→ 0.5	1	8	·	·	-19	1	-15
CC(C)N(C)S(=O)(=O)c1ccc(Cl)c(C(=O)O)c1
→ 0.5	-5	-4	-4	16	0	4	9
CCOc1ccccc1N(CC(=O)N1CCCC1)S(C)(=O)=O
→ -2.7	1	-6	-3	1	1	0	9

Compound profiles, from the list above:
Shown for CC(C)N(C)S(=O)(=O)c1ccc(Cl)c(C(=O)O)c1 → CFTR F508del cor: 0.5; PglD DTNB: -5; miR122 inh: -4; FN deposition inh: -4; INS-1E GSIS act: 16; PGC1a acetyl inh: 0; Cneo AK release: 4; C2C12 statin: 9
Shown for COc1cccc(NC(=O)C(=O)NCCCN2CCCC2=O)c1 → CFTR F508del cor: -1.0; PglD DTNB: -5; miR122 inh: -9; FN deposition inh: -1; INS-1E GSIS act: -2; PGC1a acetyl inh: -4; Cneo AK release: -2; C2C12 statin: 8

Later entries.
Results follow in this order: CFTR F508del cor	PglD DTNB	miR122 inh	FN deposition inh	INS-1E GSIS act	PGC1a acetyl inh	Cneo AK release	C2C12 statin
CCOC(=O)c1c(C)[nH]c(C(=O)NNC(=O)c2ccccc2F)c1C
→ -3.0	·	-2	3	·	2	·	0
C[C@@H]1CCCCO[C@H](CN(C)Cc2ccncc2)[C@@H](C)CN([C@@H](C)CO)C(=O)c2cc(NS(=O)(=O)c3cn(C)cn3)ccc2O1
→ -1.3	-1	-1[16.7 µM]	·	14	20	0	·
CSc1ccc(C(=O)C2CCCN(C(=O)c3nn(C)c(=O)c4ccccc34)C2)cc1 (stereo unspecified)
→ 3.1	-5	-2	-9	-16	5	-2	4
CC(C)c1ccc(-c2nc(N3CCCCC3)[nH]c(=O)c2C#N)cc1
→ ·	-3	7	-1	-48	0	1	15
CC(=O)C1=C(O)C(=O)N(CCc2c[nH]c3ccccc23)C1c1cccc(O)c1 (stereo unspecified)
→ ·	1	35	5	·	7	6	-12
Oc1ccccc1N1CCN(c2nnnn2-c2ccccc2)CC1
→ -1.8	4	-2	1	6	-13	-3	·
COc1ccc(S(=O)(=O)N2CCOC2CNC(=O)C(=O)NCc2ccco2)cc1OC (stereo unspecified)
→ 1.2	1	-13	2	12	0	-4	·
Cc1ccc(S(=O)(=O)NNC(=O)CCC(=O)Nc2ccc(C)c(C)c2)cc1
→ ·	-2	7	·	22	-5	6	·
Cc1oc2cc3oc(=O)c(CCC(=O)NCCCN4CCOCC4)c(C)c3cc2c1C
→ 0.2	-7	-6	·	8	-6	7	-2
O=C(COC(=O)c1cccs1)Nc1ccccc1C(F)(F)F
→ -0.6	·	·	-10	26	-7	·	·
N#CCCSc1ncnc2c1oc1ccccc12
→ ·	5	-6	·	·	7	1	-3
C[C@H](CO)N1C[C@H](C)[C@@H](CN(C)C(=O)Nc2ccccc2)OCCCC[C@H](C)Oc2ccc(NC(=O)Nc3ccc(F)cc3)cc2C1=O
→ 1.7	5	-5[16.7 µM]	·	7	1	-3	·
CCCCn1c(N)c(N(CCC(C)C)C(=O)COC(=O)/C=C/c2ccc(F)cc2)c(=O)[nH]c1=O
→ -3.6	3	·	3	16	-5	-11	-23
O=C(CSc1ncn[nH]1)Nc1ccccc1C(=O)O
→ ·	2	-5	·	·	-6	3	2
Cc1[nH]c(=O)[nH]c(=O)c1S(=O)(=O)NCC12CC3CC(CC(C3)C1)C2
→ ·	-1	4	-5	·	·	-1	3
O=c1[nH]nnc2c1cnn2-c1ccccc1
→ 1.5	·	-6	-3	·	4	·	·
Cc1cccc(OCc2nnc(SCC(=O)N3CCN(C(=O)c4ccco4)CC3)n2C)c1C
→ 3.0	3	1	·	-6	-2	1	0
CC(Sc1ncn[nH]1)C(=O)NCc1ccccc1 (stereo unspecified)
→ 0.2	-5	-1	1	-3	·	1	-5
CN1C(=O)c2cc(NC(=O)Cc3ccccc3)ccc2OC[C@@H]2O[C@H](CC(=O)NC3CCC3)CC[C@@H]21
→ 0.4	0	125*[16.7 µM]	-42	-3	-2	-3	22
COc1ccc(/C(O)=C2/C(=O)C(=O)N(c3ncccn3)C2c2ccc(OC)c(OC)c2)cc1 (stereo unspecified)
→ ·	-11	0	·	·	12	4	-5
COCCn1cnc2c1c(=O)n(CC(=O)OCC(=O)NCCCc1ccccc1)c(=O)n2Cc1ccccc1
→ 1.3	·	16	-10	-10	-12	·	-3
CCOC(=O)[C@H]1[C@H]2COc3cc(OC)ccc3[C@@H]2N2C(=O)N(c3cccc(F)c3)C(=O)[C@@]12C
→ 1.4	2	0	7	-30	-11	-2	-4
COc1ccc(C(=O)CN2CC(C)SC2=Nc2ccc(Cl)cc2)cc1 (stereo unspecified)
→ ·	-1	-1	-4	-4	9	0	-5
CC(=O)Nc1ccc(NC(=O)COC(=O)/C=C/c2ccc3c(c2)OCO3)cc1
→ 2.3	1	·	0	-7	·	4	6
CCOc1ccccc1NC(=O)c1nnn(-c2ccc3c(c2)OCCO3)c1N
→ 2.9	2	-2	5	0	·	2	-9
CCN(Cc1cnn(C)c1)Cc1nc(Cc2ccccc2Cl)no1
→ 0.9	·	·	-7	-6	-3	·	·
CN(C)C(=O)[C@H]1[C@H](CO)[C@H]2Cn3c(ccc(-c4cncnc4)c3=O)[C@H]2N1Cc1ccccc1F
→ -0.8	-1	1[16.7 µM]	·	0	·	-3	10
CN(C)C(=O)c1ccc(-c2ccc([C@@H]3[C@@H](CO)N4CCCCN(CC5CC5)C[C@H]34)cc2)cc1
→ 1.1	12	9[16.7 µM]	·	-7	2	-2	11
CN(C)CC(=O)N[C@H]1CC[C@H](CCNC(=O)C2CCCC2)O[C@@H]1CO
→ -4.2	0	-17[16.7 µM]	·	-6	12	0	-2
Cc1ccc(S(=O)(=O)Nc2ccc3c(c2)C(=O)N([C@@H](C)CO)C[C@H](C)[C@@H](CN(C)C(=O)CCC(F)(F)F)OCCCC[C@H](C)O3)cc1
→ -1.5	-1	3[16.7 µM]	-6	-21	17	54	·
